Growth percent in the NCI-60 one-dose screen (48 h, 10 µM unless noted): 100 = growth as untreated, 0 = no growth, -100 = all killed.
HCC-2998 – HCC-2998 colon cancer | 79,000 tested, 4.7% active
NCI-H322M – NCI-H322M lung cancer; 80,000 tested, 2.7% active
SNB-75 – SNB-75 CNS cancer. 79,000 tested, 5% active. AID 1794750
HCT-15 – HCT-15 colon cancer. 82,000 tested, 5.2% active. AID 1794746
KM12 – KM12 colon cancer cells. 82,000 tested, 5% active. AID 1794800
HT29 – HT29 colon cancer; 81,000 tested, 7.4% active; AID 1794748
HCT-116 – HCT-116 colon cancer. 82,000 tested, 7.3% active. AID 1794798
COLO 205 – COLO 205 colon cancer. 79,000 tested, 7.3% active
SW-620 – SW-620 colon cancer; 82,000 tested, 5.2% active; AID 1794795
* = called active by the depositor; · = no result given; & = joins results of further samples. How the source made its calls: active means growth percent below 10; inactive means the rest. This is a subset (hit frequency here may not be typical).

Structure | KM12 | SW-620 | NCI-H322M | HCT-15 | HCT-116 | HT29 | COLO 205 | SNB-75 | HCC-2998
ClCc1ccccc1 | 106 | 109 | 105 | 102 | 110 | 115 | 107 | 103 | 112
CC12C=CC(=O)C=C1CCC1C2C(O)CC2(C)C1CCC2(O)C(=O)COC(=O)CCCc1ccc(N(CCCl)CCCl)cc1 (stereo not drawn) | 101&93 | 88&80 | 95&105 | 91&86 | 87&92 | 90&77 | 89&90 | 97&109 | ·
CCOc1cc2c(cc1OC)CN(C)CC2 | 102 | 100 | 94 | 106 | 98 | 91 | 106 | 95 | 106
O=C1NC(=O)C(=Cc2ccccc2[N+](=O)[O-])C(=O)N1 | 109&100 | 99&99 | 117&120 | 104&100 | 101&97 | 112&100 | 104&109 | 87&105 | 103&103
CN1CC(Br)C(=O)NC1=O (stereo not drawn) | 108 | 107 | 97 | 89 | 90 | 106 | 115 | 87 | 120
C[N+](C)(C)Cc1cccc(C(F)(F)F)c1 | 99 | 105 | 90 | 97 | 99 | 96 | 105 | 97 | 97
COC(=O)C1=C(Nc2ccc(Cl)c(C(F)(F)F)c2)C(=O)OC12C(=O)Nc1ccccc12 (stereo not drawn) | 105 | 91 | 103 | 101 | 109 | 105 | 122 | 72 | 117
CCCC1=NNC(=O)C1(Br)Br | 113 | 110 | · | · | 98 | 100 | 107 | 82 | 106
C=CC(=O)NC(C)(C)CC(C)=O | 111 | 115 | 99 | 96 | 105 | 105 | 108 | 96 | 99
CCc1ccccc1N | 108 | 97 | 109 | 99 | 107 | 104 | 115 | 95 | 125
ClCCN(CCCl)c1nc(Cl)c(C2CC(c3ccc(Cl)cc3)=NN2c2ccccc2)s1 (stereo not drawn) | 85 | 95 | 89 | 93 | 78 | 84 | 93 | 83 | 112
C1=C(N2CCCC2)CCCC1 | 105 | 96 | 103 | 109 | 104 | 103 | 115 | 87 | 103
COC(=O)[C@@H](C)C[C@H](Cc1ccccc1)NC(=O)c1nc([C@@H](C[C@H](C(C)C)N(C)C(=O)[C@@H](NC(=O)[C@H]2CCCN2C)C(C)C)OC(C)=O)sc1C | 12 | 20 | 35 | 13 | · | 2.1* | -74* | 51 | 13
O=S1(=O)c2ccccc2-c2ccccc21 | 98 | 107 | 91 | 98 | 101 | 113 | 110 | 86 | 116
CC1CCC2C(C)C(=O)OC3OC4(C)CCC1C32OO4 (stereo not drawn) | 87 | 115 | 91 | 72 | 87 | 84 | 94 | 93 | 75
Cc1ccc(N=C=O)cc1N=C=O | 104&107 | 126&103 | 125&112 | 98&109 | 104&104 | 97&108 | 108&114 | 99&105 | 105&110
OC[P+](CO)(CO)CO | 105 | 88 | 110 | 94 | 87 | 99 | 114 | 85 | 122
CC(Cc1ccccc1)[N+](=O)[O-] (stereo not drawn) | 98 | 106 | 96 | 110 | 104 | 102 | · | 94 | 111
COc1ccc2c(c1)C1(C)CCN(C)CC(C1)C2O (stereo not drawn) | 102 | 101 | 105 | 98 | 98 | 99 | 103 | 84 | 90
CN1C(=O)[C@]23SSC1(C)C(=O)N2[C@H]1Nc2ccccc2C1([C@@]12c4ccccc4N[C@@H]1N1C(=O)C4(C)SS[C@]1(C(=O)N4C)[C@H]2O)[C@@H]3O (stereo partly drawn) | -94* | -88* | -74* | -45* | -99* | -67* | -89* | -86* | -84*
CNC(=O)Oc1cccc(C=O)c1 | 95 | 116 | · | 97 | 94 | 95 | 107 | 89 | 101
CCCN(CCC)CC(=O)c1ccc(I)cc1 | 108 | 104 | 127 | 105 | 100 | 113 | 111 | 86 | 106
CC12CCC3C(CCC4=CC(=O)CCC43C)C1C/C(=C\c1ccc(OCC(=O)N3CCCC3)cc1)C2=O (stereo not drawn) | 68 | 87 | 75 | 61 | 54 | 38 | 63 | 82 | 90
C[C@]12CC(C(O)C(F)(F)F)C(=O)C[C@@H]1CC[C@@H]1[C@@H]2CC[C@]2(C)[C@@H](O)CC[C@@H]12 (stereo partly drawn) | 107 | 108 | 106 | 93 | 93 | 97 | 99 | 85 | ·
CCC(CC)(NC)C(O)c1ccccc1 (stereo not drawn) | 100 | 103 | 97 | 102 | 99 | 101 | 108 | 96 | 102
O=C(CC1(O)C(=O)N(Cc2ccccc2)c2ccc(Cl)cc21)c1ccc(C(=O)NCC2CCC3(CC2)OOC2(CCCCC2)OO3)cc1 (stereo not drawn) | -67* | -57* | 64 | -14* | 3.7* | -70* | -67* | -62* | 68
CC(CN1CCOCC1)C(C#N)(c1ccccc1)c1ccccc1 (stereo not drawn) | 111 | 106 | 123 | 100 | 104 | 113 | 109 | 102 | ·
CC(C)CC(C)(c1ccc(O)cc1)c1ccc(O)cc1 | 134 | 106 | 98 | 110 | 98 | 116 | · | 71 | 91
C=CCOP1(OCC=C)=NP(OCC=C)(OCC=C)=NP(OCC=C)(OCC=C)=N1 | 109 | 110 | 111 | 104 | 100 | 112 | 99 | 92 | 106
CC[C@]1(O)CC[C@H]2[C@@H]3CCC4=CC(=O)CC[C@@H]4[C@H]3CC[C@@]21CC | · | 109 | 122 | 104 | 95 | 101 | 109 | 96 | 103
Cc1ccc(C(=O)NCCCOc2ccc(N3C(N)=NC(N)=NC3(C)C)cc2Cl)cc1S(=O)(=O)F | 74 | 65 | 92 | 102 | 62 | 59 | 88 | 88 | 90
CCOC(=O)C(C)(C)Br | 105 | 102 | 114 | 98 | 87 | 105 | 103 | 92 | 105
O=C(O)c1ccccc1C(=O)O (tested in a mixture with another compound) | 109 | 103 | 98 | 102 | 99 | 100 | 107 | 88 | 115
COC(=O)[C@@H](NC(=O)c1cn(Cc2ccccc2)c2ccccc12)C(C)C | 96 | 104 | 96 | 93 | 92 | 109 | 111 | 86 | 91
O=C(O)c1ccc(N2CC2)cc1O | 113 | 107 | 124 | 110 | 113 | 111 | 117 | 99 | 103
FC(F)=C(F)c1ccccc1 | 102 | 109 | 104 | 107 | 103 | 104 | 104 | 89 | 114
CC1(C)N=C(N)N=C(N)N1c1ccc(OCCCNC(=O)Nc2ccc(S(=O)(=O)F)cc2)c(Cl)c1 | 22 | 21 | 53 | 41 | 15 | 8.0* | 32 | 58 | 15
O=C(/C=C/C(=O)OCC(Cl)(Cl)Cl)OCC(Cl)(Cl)Cl | 109 | 112 | 100 | 105 | 103 | 112 | 127 | 99 | 112
ClCCN(CCCl)c1ccc(-n2cnc3c(Cl)ncnc32)cc1 | 46 | -74* | 59 | -27* | 34 | 13 | 66 | 26 | 83
OCCNC(Cc1ccccc1)c1ccccc1O (stereo not drawn) | 102 | 94 | 93 | 100 | 76 | 68 | 87 | 100 | 104
CCN(CC)CCO/N=C1\CC2C3CCC(=O)C3(C)CCC2C2(C)CCC(=O)C=C12 (stereo not drawn) | · | · | · | 94 | 77 | 57 | 96 | 82 | 98
O=C(O)CSCC(=O)O | 106 | 98 | 96 | 100 | 85 | 120 | 105 | 95 | 96
CC(C(O)c1ccccc1)N(Cc1ccccc1)Cc1ccccc1 (stereo not drawn) | 91 | 85 | 91 | 85 | 68 | 66 | 93 | 100 | 92
CN(C)C(=O)Oc1cc(OC(=O)N(C)C)cc(C(O)CNC(C)(C)C)c1 (stereo not drawn) | 106 | 109 | 104 | 111 | 110 | 107 | 108 | 98 | 98
Nc1cccc(CCCCc2cccc(S(=O)(=O)F)c2)c1 | 114 | 111 | 116 | 97 | 102 | 99 | 114 | 80 | 122
COc1ccc2nc(-n3nc(C)c4c3NC(=O)CSC4c3ccc4c(c3)OCO4)sc2c1 (stereo not drawn) | 85 | 87 | 77 | 99 | 92 | 84 | 91 | 75 | 102
COc1cc(C2=NN(c3cc(Cl)cc(Cl)c3)C(c3sc(N(CCCl)CCCl)nc3Cl)C2)cc(OC)c1OC (stereo not drawn) | 74 | 102 | 73 | 73 | 75 | 83 | 110 | 77 | 90
N#CC(C#N)=Cc1ccc(Cl)cc1Cl | 99 | 104 | 97 | 98 | 92 | 98 | 109 | 93 | 103
Nc1ccc([N+](=O)[O-])cc1Cl | 106 | 101 | 102 | 96 | 103 | 104 | 105 | · | 101
CC(C)OP(=S)(S)OC(C)C | 102 | 97 | 121 | 102 | 113 | 113 | 106 | 94 | 102
COC(=O)Cc1ccccc1 | 104 | 104 | 109 | 108 | 110 | 125 | 161 | · | 111
CCCCOC(=O)C(Cl)(Cl)Cl | 115 | 105 | 125 | 106 | 107 | 105 | 129 | 109 | 101
Sc1cc(Cl)c(Cl)cc1Cl | 100 | 104 | 139 | 112 | 105 | · | 112 | 86 | 105
O=C1NC(=O)C(=Cc2cn(CCCn3c4ccccc4c(=O)c4ccccc43)c3ccccc23)C(=O)N1 | 101 | 102 | 83 | 100 | 77 | 104 | 109 | 83 | 96
CN(C)c1ccc(CN2CCCN(Cc3ccc(N(C)C)cc3)P2(=O)N(CCCl)CCCl)cc1 | 105 | 105 | 126 | 97 | 89 | 92 | 90 | 110 | 103
CC(C)(C)C(=O)OCOP(=O)(OCOC(=O)C(C)(C)C)C1CCCN(O)C1=O (stereo not drawn) | -3.5* | 23 | 15 | 7.4* | 1.3* | 2.0* | -17* | 48 | 5.6*
CC12CCC3C(CCC4CC(O)CCC43C)C1CCC2=O (stereo not drawn) | 99 | 109 | 102 | 91 | 89 | 102 | 130 | 109 | 99
O[C@@]12C[C@@H]([C@H]3CO[C@@H]1O3)n1nnnc1N2 | 107 | 95 | · | 104 | 83 | 108 | 110 | 100 | 87
CN(C)C(=O)CCl | 102 | 94 | 102 | 95 | 103 | 108 | 103 | 93 | 95
COCCCCn1cc(C(=O)C2C(C)(C)C2(C)C)c2ccccc21 | 88 | 99 | 91 | 95 | 91 | 79 | 97 | 110 | 111

Next section.
Structure | KM12 | SW-620 | NCI-H322M | HCT-15 | HCT-116 | HT29 | COLO 205 | SNB-75 | HCC-2998
CC(=O)O[C@@H]1C2=C(C)C3(CC3)[C@@](C)(O)C(=O)C2=C[C@@]1(C)CO | 0.5* | 4.3* | -5.4* | 0.7* | 6.9* | 5.1* | · | -86* | -69*
CCOC(=O)c1c(C)n(Cc2ccccc2)c2cc(CN(C)C)c(O)cc12 | 77 | 63 | 42 | 63 | 52 | 37 | 58 | 51 | 55
CC1CCCC(C)[N+]1(C)CCC(C(N)=O)(c1ccccc1)c1ccccc1 (stereo not drawn) | 102 | 116 | 102 | 100 | 103 | 113 | 101 | 92 | 104
Cc1ccc(C(=O)O[C@H](C(=O)O)[C@H](OC(=O)c2ccc(C)cc2)C(=O)O)cc1 | 112 | 105 | 104 | 101 | 103 | 98 | 108 | 103 | 111
O=C(OCCOC(=O)N1CC1)N1CC1 | 104 | 106 | 110 | 106 | 93 | 94 | 105 | 98 | 105
COc1ccc(-c2ccc(OC)c(OC)c2OC)cc1 | 29 | 12 | 36 | 27 | 15 | -4.6* | -14* | -11* | 24
Oc1c(Cl)cc(Cl)c2ccccc12 | 120 | 112 | 113 | 108 | 104 | 100 | 99 | 69 | 116
O=C1/C(=C\c2ccccc2)C2OCC=C3CN4CCC56c7ccccc7N1C5C2C3CC46 (stereo not drawn) | 80 | 85 | 90 | 68 | 55 | 53 | 90 | 77 | 52
O=[N+]([O-])c1cc([As](=O)(O)c2ccc(O)c([N+](=O)[O-])c2)ccc1O | 109 | 106 | 97 | 113 | 88 | 99 | 114 | 91 | ·
COc1ccc2c(c1)C1(C(=O)O)CC=CCC1(C(=O)O)C2 (stereo not drawn) | 104 | 104 | · | 111 | 103 | 106 | 122 | 98 | 96
COc1ccc(Cn2c(Cl)c(C(=O)O)c3cc(OC)ccc32)cc1 | 117 | 97 | 119 | 108 | 92 | 121 | 114 | 88 | 118
CC(=O)C1COC(=O)C1 (stereo not drawn) | 112 | 109 | 117 | 117 | 115 | 113 | · | 116 | 122

Record cards, as listed above. Order of values: KM12, SW-620, NCI-H322M, HCT-15, HCT-116, HT29, COLO 205, SNB-75, HCC-2998
Listed for CC(=O)C1COC(=O)C1 (stereo not drawn) = 112, 109, 117, 117, 115, 113, ·, 116, 122
Listed for CC(=O)O[C@@H]1C2=C(C)C3(CC3)[C@@](C)(O)C(=O)C2=C[C@@]1(C)CO = 0.5*, 4.3*, -5.4*, 0.7*, 6.9*, 5.1*, ·, -86*, -69*
Listed for COc1ccc(Cn2c(Cl)c(C(=O)O)c3cc(OC)ccc32)cc1 = 117, 97, 119, 108, 92, 121, 114, 88, 118
Listed for Cc1ccc(C(=O)O[C@H](C(=O)O)[C@H](OC(=O)c2ccc(C)cc2)C(=O)O)cc1 = 112, 105, 104, 101, 103, 98, 108, 103, 111
Listed for Oc1c(Cl)cc(Cl)c2ccccc12 = 120, 112, 113, 108, 104, 100, 99, 69, 116

(list continues)
Structure | KM12 | SW-620 | NCI-H322M | HCT-15 | HCT-116 | HT29 | COLO 205 | SNB-75 | HCC-2998
Cn1c(=O)c2[nH]cnc2n(C)c1=O (tested in a mixture with another compound) | 98&102 | 106&98 | 98&99 | 106&104 | 99&108 | 97&103 | 106&107 | · | 106&102
CCCCC1(CCI)C(=O)NC(=O)NC1=O | 103 | 103 | 98 | 98 | 103 | 100 | 110 | 88 | 123
O=NN1CCCCC1 | 104 | 107 | 128 | 106 | 108 | 103 | 107 | 83 | ·
Cc1ccc(-c2nc3ccc(Cl)cc3c(=O)n2-c2ccccc2)cc1 | 95 | 110 | 95 | 98 | 99 | 89 | 110 | 72 | 103
Cc1ccc(C(=O)C2CN(C)CCC2(O)c2ccc(C)cc2)cc1 (stereo not drawn) | 109 | 105 | 113 | 103 | 107 | 113 | 131 | 96 | 98

Compound activity deposited in PubChem BioAssay by NCI.
